Screens deposited in PubChem BioAssay by Broad Institute.
LGR2 inh = blocks bursicon-induced cAMP signaling via Drosophila LGR2; HEK293 LGR2, CRE-luciferase, bursicon-stimulated, 4 h; inhibition, % at 9.99 µM; 380,000 compounds, 0.35% hits; AID 720647;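 active means drop in luminescence signal, shown as inhibition above about 50% in the replicate tests, limit read from the data, passing the limit was not always enough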;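 further: agonist challenge used bursicon conditioned medium at about half maximal strength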
GSIS activator = GLuc luminescence reporter in INS-1E cells, primary screen for activators of glucose-dependent secretion of insulin. INS-1E GLuc reporter insulin secretion, 2-3 h. 370,000 compounds, 0.61% hits. activation, % at 16.6 µM. AID 743287;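 active means lowest replicate activation of at least 40%, so every replicate reaches that level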;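 further: 0% = median of neutral control wells and 100% = median of IBMX positive control wells; some compounds called inactive have numbers as strong as hits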
PAX8 inh HTS = lowers PAX8-driven luciferase in RMG-I cells; inhibition, % at 12.6 µM; RMG-I TPO-luciferase reporter, SteadyGlo, 24 h; 360,000 compounds, 1.2% hits;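 active means mean replicate inhibition at least 60% with every replicate also reaching 60%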;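 further: luciferase light reporting Pax8 driven TPO promoter activity; plate controls were median of neutral control wells for no effect and mitoxantrone controls for full effect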
PGC1a acetyl inh = PGC1a acetylation modulation, inhibitor mode; AID 651687; 350,000 compounds, 0.17% hits; inhibition, % at 15.6 µM; U2OS PGC1a acetylation, AlphaScreen anti-acetyl-lysine; with virally co-expressed GCN5 acetyltransferase;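 active means every replicate shows inhibition of at least 40%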;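 further: 0% = neutral control wells and 100% = positive control wells; some results beyond the cut were filed as inactive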
ARNT-TACC3 inh = disruptors of human ARNT/TACC3 interaction | Q9Y6A5 | AlphaScreen His-ARNT PAS-B/GST-TACC3 binding, luminescence; TACC3 fragment carries E629A point mutation | inhibition, % at 9.99 µM | 390,000 compounds, 0.66% hits | AID 623870;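 active means mean inhibition of replicates at least 50% and at least half of replicates each reaching 50%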;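 further: 0% = complete ARNT plus TACC3 wells and 100% = ARNT alone without TACC3; many hits fall short of the cut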
Statin myotox sup = protects C2C12 myotubes from simvastatin toxicity | AID 602340 | rescue of ATP level, % at 7.49 µM | 330,000 compounds, 0.78% hits | ATP luminescence, 48 h; scaled: DMSO 0, geranylgeraniol control 100;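 active means mean ATP rescue above about 67%, or every replicate alone reaching that limit, limit read from the data, passing the limit was not always enough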;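 further: myotubes were challenged with 10 µM simvastatin during compound exposure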
Cneo AK release = Cryptococcus neoformans lysis via adenylate kinase release; C. neoformans lysis, adenylate kinase release luminescence, 4 h; normalised: neutral wells 0, clomiphene wells 100; lysis activity, % at 15 µM; 360,000 compounds, 0.2% hits; AID 651654;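 active means mean lysis activity across replicates of at least 80%, whatever share of replicates individually reach that level; inactive means mean lysis activity below 80%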
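Assay system: Cryptococcus neoformans yeast cells / Dosing: single-point compound dose / Timing: 4 h at 37 °C static, read 1 h later / Measured by: luminescence of released adenylate kinase using an AK detection reagent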
PglD inh = inhibitors of Campylobacter jejuni PglD acetyltransferase. purified PglD enzyme, DTNB colorimetric CoA detection. inhibition, % at 12.5 µM. 360,000 compounds, 0.098% hits. AID 602405; in the data active means inhibition above about 16%, passing the limit was not always enough; further: strong numbers were not always called active
* hit, by the source's call; nt = no result given.

SMILES	LGR2 inh	GSIS activator	PAX8 inh HTS	PGC1a acetyl inh	ARNT-TACC3 inh	Statin myotox sup	Cneo AK release	PglD inh
COc1ccc(CC(NC(C)=O)C(=O)NC2CCN(C(=O)c3ccccc3F)CC2)cc1 (stereo unspecified)	13	32	12	-4	-7	-12	-1	3
COc1cccc(C(=O)OC(C)CN2CCCC2)c1 (stereo unspecified)	nt	nt	nt	4	-7	3	-1	3
COc1ccc(-c2cc(=O)c3c(O)c(OC)c(OC)c(OC)c3o2)cc1	-17	nt	-22	7	1	nt	nt	nt
O=C(Nc1ccccc1C(=O)Nc1ccccc1)c1ccccc1F	-11	-6	5	nt	-6	-6	1	-5
Cc1ccc(N2CC(NC(=O)C(=O)c3c(C)[nH]c4ccccc34)CC2=O)cc1C (stereo unspecified)	-12	-18	9	nt	-11	nt	-2	3
CS(=O)(=O)c1ccc(NCCc2ccccn2)c([N+](=O)[O-])c1	-10	-11	-4	-7	12	3	nt	nt
Cc1ccc(/C=N/NC(=O)c2cc(C)oc2C)o1	nt	nt	nt	1	-6	-14	-3	-3
C[C@@H]1CN([C@@H](C)CO)C(=O)c2cccc(NC(=O)Nc3ccccc3)c2O[C@H]1CN(C)C(=O)Nc1ccc(C(F)(F)F)cc1	-29	-11	nt	0	0	-37	-3	5
O=C(NNS(=O)(=O)c1ccccc1)c1ccccc1-n1cccc1	13	-40	17	9	-4	-7	-4	-1
COc1ccc(NS(=O)(=O)c2cccc(C(=O)N/N=C/c3cn(-c4ccccc4)nc3-c3ccc(OC)cc3)c2)cc1	-36	9	-36	-4	0	-3	1	4
Cc1nc(NC(=O)CCc2ccccc2)ccc1Br	-35	-5	-128	-4	nt	nt	1	5
C[C@@H]1CN([C@H](C)CO)S(=O)(=O)c2ccc(C#Cc3ccccc3F)cc2O[C@H]1CN(C)C(=O)Cc1ccncc1	5	-5	-4	10	nt	6	nt	nt
O=C(O)CCCCCNC(=O)CCn1nnc2ccccc2c1=O	nt	nt	-25	5	6	-3	-1	5
CN(CC(=O)Nc1ncn[nH]1)S(=O)(=O)c1ccc(Br)cc1	6	11	nt	-1	0	-4	1	1
CN(C)/C=N/C(=S)Nc1ccccc1F	nt	nt	nt	-4	-1	-16	-2	1
CN1C(=O)c2cc(NC(=O)C3CCC3)ccc2OC[C@@H]2O[C@@H](CC(=O)NCCc3ccncc3)CC[C@@H]21	7	1	-22	-3	nt	nt	nt	nt
CC=Cc1ccc2n(c1=O)C[C@@H]1[C@@H](CO)[C@H](C(=O)NCCCN(C)C)[C@H]2N1Cc1nccs1 (mixture of isomers)	-24	24	-7	-5	nt	nt	nt	nt
CCOC(=O)[C@H]1[C@H]2COc3ccc(Cl)cc3[C@@H]2N2C(=O)CN(Cc3ccc(Cl)cc3)C(=O)[C@@]12C	nt	nt	8	nt	0	-6	4	3
Cc1ccc(NC(=O)NC2(C(=O)NCc3ccccc3)CCCCC2)cc1	1	2	nt	-7	-8	-2	0	3
COc1cc(/C=N\NC(=O)CNC(=O)c2cccc([N+](=O)[O-])c2)ccc1O	-14	3	nt	-2	1	110*	1	4
CC(Oc1ccc(Cl)cc1)c1ccnn1S(C)(=O)=O (stereo unspecified)	nt	nt	6	4	-2	0	1	0
COc1ccc(S(=O)(=O)N2CCC(C(=O)N[C@@H](C)C(=O)NCc3cccnc3)CC2)cc1	-9	-9	5	7	nt	2	1	-2
CC(C)(C)OC(=O)N[C@@H](C(=O)OC(C)(C)C)c1ccc(Br)cc1	17	-35	-9	-6	-2	-8	0	-1
COc1ccccc1NC(=O)N1C[C@H](O)COC[C@H]2O[C@H](CC(=O)N3CCC(Cc4ccccc4)CC3)CC[C@@H]21	-21	-12	11	1	-6	5	0	7
O=C(O)c1ccc(N2C(=O)CC(SC(=NCc3ccc4c(c3)OCO4)Nc3ccc(F)cc3)C2=O)cc1 (stereo unspecified)	13	-20	-15	5	4	nt	nt	nt

3 structures out of the list, arranged by SMILES length, rising:
SMILES	LGR2 inh	GSIS activator	PAX8 inh HTS	PGC1a acetyl inh	ARNT-TACC3 inh	Statin myotox sup	Cneo AK release	PglD inh
Cc1nc(NC(=O)CCc2ccccc2)ccc1Br	-35	-5	-128	-4	nt	nt	1	5
CC(Oc1ccc(Cl)cc1)c1ccnn1S(C)(=O)=O (stereo unspecified)	nt	nt	6	4	-2	0	1	0
CS(=O)(=O)c1ccc(NCCc2ccccn2)c([N+](=O)[O-])c1	-10	-11	-4	-7	12	3	nt	nt

Additional compounds:
SMILES	LGR2 inh	GSIS activator	PAX8 inh HTS	PGC1a acetyl inh	ARNT-TACC3 inh	Statin myotox sup	Cneo AK release	PglD inh
COc1ccc(CN2CCc3ccccc3C2)c(OC)c1	8	18	2	nt	2	1	nt	nt
Cc1ccc(-c2ccc([C@H]3[C@@H](CO)N4CCCCN(C(=O)Nc5ccccc5)C[C@H]34)cc2)cc1	-9	-16	4	-3	13	nt	6	0
CC(=O)c1ccc(NC(=O)CCc2nnc3ccc(N4CCCC4)nn23)cc1	-13	-9	-80	-2	2	-18	-3	2
CCC(=O)n1nc(-c2ccc(OC)cc2)nc1SC	-26	7	nt	-31	-64	-6	-3	-2
O=S1c2ccccc2Oc2ccccc21	1	2	nt	-5	22	nt	nt	nt
Cc1ccc(CNC(=O)CSc2ccc(-c3ccco3)nn2)cc1	3	22	10	-1	nt	2	3	2
CN(C)S(=O)(=O)c1ccc(N2CCCC2)c(C(=O)NNC(=O)c2ccc(Br)cc2)c1	0	-14	-3	nt	-4	-4	1	-1
Cc1c(F)cccc1NC(=O)CCCCCC1NC(=O)NC1C (stereo unspecified)	-2	-18	-18	-5	-6	9	5	3
CNc1ccccc1NC(=O)CCn1c(=S)oc2ccccc21	-3	49	1	-16	7	8	1	7
CCCNC(=O)C(Cc1cccc(C#N)c1)NC(=O)c1cccc([N+](=O)[O-])c1 (stereo unspecified)	10	-2	-7	nt	23	-11	-3	0
CCOC(=O)CSc1ncnc2c(C(=O)OCC)c3n(c12)CCC3	1	0	-1	nt	4	nt	nt	nt
S=C(Nc1ccc(Cl)cc1)NN1CCOCC1	4	-5	-14	nt	-2	nt	nt	nt
Cn1ncc2c(Nc3cccc(C(=O)O)c3)ncnc21	nt	nt	nt	12	7	3	0	5
COc1ccc(/C=C/C(=O)NCCc2c[nH]c3ccccc23)cc1OC	-2	-9	25	nt	-1	24	0	-5
COc1ccccc1-c1noc(CCC(=O)Nc2cccc(C(F)(F)F)c2)n1	nt	-30	-5	-3	11	nt	nt	nt
CCCN1C2CCCC1CC(NC(=O)c1ccccc1OC)C2 (stereo unspecified)	2	5	-3	-1	2	5	7	0
CCOC(=O)Cc1csc(NC(=O)c2ccc(OC)c(OC)c2)n1	-18	55*	nt	-8	6	52	-1	6
COc1ncnc2c1ncn2CCCN1CCN(c2ncccn2)CC1	4	17	5	15	nt	6	nt	nt
Cc1ccc(S(=O)(=O)Nc2ccccc2C(=O)Nc2ccc(S(=O)(=O)Nc3nccc(C)n3)cc2)cc1	4	2	0	nt	1	nt	nt	nt
O=C(C[C@H]1CC[C@H]2[C@@H](COC[C@@H](O)CN2C(=O)Nc2cccc(F)c2)O1)NCCCN1CCOCC1	8	12	-36	7	3	6	-2	2
O=C(Cc1ccc(F)cc1)Nc1ccc(S(=O)(=O)N2CCCCC2)cc1	2	-3	17	nt	0	nt	nt	nt
CCOC(=O)c1sc2nc(C)nc(NCCc3ccccn3)c2c1C	-1	-2	12	nt	-2	nt	nt	nt
CC(C)=CCC[C@](C)(O)C1CC[C@]2(C)C1[C@H](O)CC1[C@@]3(C)CC[C@H](O[C@@H]4O[C@H](CO)[C@@H](O)[C@H](O)[C@H]4O[C@@H]4O[C@H](CO)[C@@H](O)[C@H](O)[C@H]4O)C(C)(C)C3CC[C@]12C (stereo partly specified)	nt	nt	4	nt	nt	-12	13	5
CCOC(=O)c1cc(-c2cccc([N+](=O)[O-])c2)n[nH]1	-2	1	-11	8	2	1	-4	7
Cc1ccc(S(=O)(=O)NCCCn2ccnc2)cc1C(=O)NC(C)C	-5	14	32	6	30	2	3	-5

Looked up above.
ARNT-TACC3 inh with S=C(Nc1ccc(Cl)cc1)NN1CCOCC1 reads -2
GSIS activator with Cc1ccc(S(=O)(=O)Nc2ccccc2C(=O)Nc2ccc(S(=O)(=O)Nc3nccc(C)n3)cc2)cc1 reads 2

Next structures follow.
SMILES	LGR2 inh	GSIS activator	PAX8 inh HTS	PGC1a acetyl inh	ARNT-TACC3 inh	Statin myotox sup	Cneo AK release	PglD inh
C/C(=N/NC(=O)C1CCCN1C(=O)c1ccc([N+](=O)[O-])cc1)c1ccc(Br)cc1 (stereo unspecified)	10	-13	9	nt	-3	-6	-2	0
CCCn1c(=O)c2c(ncn2C)n(CCC)c1=O	-27	3	-1	-3	-4	8	0	7
CCc1ccccc1NC(=O)c1ccc(OCc2c(C)noc2C)cc1	-7	32	15	-1	-2	2	0	-3
COc1cc(C=C(c2nc3ccccc3s2)c2nc3ccccc3s2)ccc1O	4	-9	0	1	16	5	-2	-4
CCCN(C)C[C@@H]1Oc2cc(C#Cc3ccc(OC)cc3)ccc2S(=O)(=O)N([C@H](C)CO)C[C@@H]1C	4	-15	nt	-24	17	5	-1	4
C[C@H](CO)N1C[C@H](C)[C@@H](CN(C)C(=O)C2CCC2)Oc2cc(C#C[C@@H](C)O)ccc2S1(=O)=O	-1	16	nt	12	-5	5	0	4
COc1ccccc1/C=C1\SC(=S)N(CCC(=O)Nc2nnc(C)s2)C1=O	-4	-4	8	1	nt	2	1	1
Cn1c(=O)c2c(nc(Sc3n[nH]c(N)n3)n2Cc2ccccc2Cl)n(C)c1=O	nt	nt	-14	9	-2	4	1	0
O=S(=O)(Nc1ccccc1)c1ccc(-c2cnc(C3CC3)o2)cc1	12	-20	36	-7	-3	-27	0	7
Cc1noc(/C=C/N(C)C)c1S(=O)(=O)N1CCCC(C(=O)Nc2ccc(F)cc2F)C1 (stereo unspecified)	3	9	39	-13	3	32	-1	-2
C[C@H](CO)N1C[C@H](C)[C@@H](CN(C)C(=O)c2cccc(F)c2)Oc2cc(C#CC3CC3)ccc2S1(=O)=O	8	-39	-22	12	-4	-20	47	0
COC(=O)CCCC(=O)N1CCC(CO)(CCc2ccccc2)CC1	11	-5	7	nt	7	0	0	-7
Cc1ccc(C)c(CC(=O)N2CCCCC2c2cc(C(=O)Nc3ccc(F)c(Cl)c3)no2)c1 (stereo unspecified)	0	-3	24	2	nt	-1	-1	6
CC(C)n1c(=O)c2ccccc2n1Cc1cn(Cc2ccccc2)nn1	6	13	-7	-10	nt	0	1	-5
CCNC(=O)c1c(O)c2c([nH]c1=O)CCCC2	-5	14	-9	2	-6	40	7	4
COc1ccc(NC(=O)N(C)C[C@@H]2Oc3ncc(C#C[C@@H](C)O)cc3C(=O)N([C@@H](C)CO)C[C@@H]2C)cc1	13	11	nt	1	-1	23	-1	4
CS(=O)(=O)N1CC2(C1)[C@H](c1ccccc1)[C@@H](CO)N2Cc1ccccc1	-12	2	11	-3	nt	nt	nt	nt
O=C(Cc1ccncc1)N[C@H]1CC[C@@H](CCn2cc(-c3ccccc3F)nn2)O[C@H]1CO	5	-1	1	5	11	-1	1	-2
Cc1nn(-c2ccccc2)nc1C(=O)Nc1ccc2[nH]ncc2c1	25	-3	8	nt	-4	-13	3	-5
CCCN(CC(=O)Nc1ccccc1C)C(=O)C1CCN(S(=O)(=O)c2ccc(C)c(C)c2)CC1	-12	-18	9	-6	nt	1	0	-4
CN(C)C(=O)[C@H]1[C@H](CO)[C@H]2Cn3c(ccc(-c4cccnc4)c3=O)[C@@H]1N2C(=O)NC1CCCC1	-4	7	-8	nt	0	1	0	-2
O=C1CC(SC2=NCCS2)C(=O)N1c1ccc(Br)cc1 (stereo unspecified)	-2	-1	-6	6	3	nt	-14	7
CCN(CC)S(=O)(=O)c1cc(Br)ccc1OC	nt	nt	-10	3	-2	9	2	5
